Pf apPOL block: Pf-apPOL inhibitors, biochemical, fluorescence. inhibition, % at 10 µM. Plasmodium falciparum apicoplast DNA polymerase (apPOL). actives 0.25% (n = 210,000). Recombinant Pf-apPOL, molecular beacon fluorescence, 1.5 h
mHTT-CaM PPI inh: mutant huntingtin-calmodulin interaction inhibitors – biochemical, AlphaScreen, primary screen; actives 3.6% (n = 190,000); AID 1671202, 2021; inhibition, % at 15 µM; AlphaScreen His-mHTT/GST-CaM binding, luminescence;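 note: 0% = both proteins with DMSO and 100% = one protein alone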
Target sequence (P42858 whole entry, looked up, stated change not applied): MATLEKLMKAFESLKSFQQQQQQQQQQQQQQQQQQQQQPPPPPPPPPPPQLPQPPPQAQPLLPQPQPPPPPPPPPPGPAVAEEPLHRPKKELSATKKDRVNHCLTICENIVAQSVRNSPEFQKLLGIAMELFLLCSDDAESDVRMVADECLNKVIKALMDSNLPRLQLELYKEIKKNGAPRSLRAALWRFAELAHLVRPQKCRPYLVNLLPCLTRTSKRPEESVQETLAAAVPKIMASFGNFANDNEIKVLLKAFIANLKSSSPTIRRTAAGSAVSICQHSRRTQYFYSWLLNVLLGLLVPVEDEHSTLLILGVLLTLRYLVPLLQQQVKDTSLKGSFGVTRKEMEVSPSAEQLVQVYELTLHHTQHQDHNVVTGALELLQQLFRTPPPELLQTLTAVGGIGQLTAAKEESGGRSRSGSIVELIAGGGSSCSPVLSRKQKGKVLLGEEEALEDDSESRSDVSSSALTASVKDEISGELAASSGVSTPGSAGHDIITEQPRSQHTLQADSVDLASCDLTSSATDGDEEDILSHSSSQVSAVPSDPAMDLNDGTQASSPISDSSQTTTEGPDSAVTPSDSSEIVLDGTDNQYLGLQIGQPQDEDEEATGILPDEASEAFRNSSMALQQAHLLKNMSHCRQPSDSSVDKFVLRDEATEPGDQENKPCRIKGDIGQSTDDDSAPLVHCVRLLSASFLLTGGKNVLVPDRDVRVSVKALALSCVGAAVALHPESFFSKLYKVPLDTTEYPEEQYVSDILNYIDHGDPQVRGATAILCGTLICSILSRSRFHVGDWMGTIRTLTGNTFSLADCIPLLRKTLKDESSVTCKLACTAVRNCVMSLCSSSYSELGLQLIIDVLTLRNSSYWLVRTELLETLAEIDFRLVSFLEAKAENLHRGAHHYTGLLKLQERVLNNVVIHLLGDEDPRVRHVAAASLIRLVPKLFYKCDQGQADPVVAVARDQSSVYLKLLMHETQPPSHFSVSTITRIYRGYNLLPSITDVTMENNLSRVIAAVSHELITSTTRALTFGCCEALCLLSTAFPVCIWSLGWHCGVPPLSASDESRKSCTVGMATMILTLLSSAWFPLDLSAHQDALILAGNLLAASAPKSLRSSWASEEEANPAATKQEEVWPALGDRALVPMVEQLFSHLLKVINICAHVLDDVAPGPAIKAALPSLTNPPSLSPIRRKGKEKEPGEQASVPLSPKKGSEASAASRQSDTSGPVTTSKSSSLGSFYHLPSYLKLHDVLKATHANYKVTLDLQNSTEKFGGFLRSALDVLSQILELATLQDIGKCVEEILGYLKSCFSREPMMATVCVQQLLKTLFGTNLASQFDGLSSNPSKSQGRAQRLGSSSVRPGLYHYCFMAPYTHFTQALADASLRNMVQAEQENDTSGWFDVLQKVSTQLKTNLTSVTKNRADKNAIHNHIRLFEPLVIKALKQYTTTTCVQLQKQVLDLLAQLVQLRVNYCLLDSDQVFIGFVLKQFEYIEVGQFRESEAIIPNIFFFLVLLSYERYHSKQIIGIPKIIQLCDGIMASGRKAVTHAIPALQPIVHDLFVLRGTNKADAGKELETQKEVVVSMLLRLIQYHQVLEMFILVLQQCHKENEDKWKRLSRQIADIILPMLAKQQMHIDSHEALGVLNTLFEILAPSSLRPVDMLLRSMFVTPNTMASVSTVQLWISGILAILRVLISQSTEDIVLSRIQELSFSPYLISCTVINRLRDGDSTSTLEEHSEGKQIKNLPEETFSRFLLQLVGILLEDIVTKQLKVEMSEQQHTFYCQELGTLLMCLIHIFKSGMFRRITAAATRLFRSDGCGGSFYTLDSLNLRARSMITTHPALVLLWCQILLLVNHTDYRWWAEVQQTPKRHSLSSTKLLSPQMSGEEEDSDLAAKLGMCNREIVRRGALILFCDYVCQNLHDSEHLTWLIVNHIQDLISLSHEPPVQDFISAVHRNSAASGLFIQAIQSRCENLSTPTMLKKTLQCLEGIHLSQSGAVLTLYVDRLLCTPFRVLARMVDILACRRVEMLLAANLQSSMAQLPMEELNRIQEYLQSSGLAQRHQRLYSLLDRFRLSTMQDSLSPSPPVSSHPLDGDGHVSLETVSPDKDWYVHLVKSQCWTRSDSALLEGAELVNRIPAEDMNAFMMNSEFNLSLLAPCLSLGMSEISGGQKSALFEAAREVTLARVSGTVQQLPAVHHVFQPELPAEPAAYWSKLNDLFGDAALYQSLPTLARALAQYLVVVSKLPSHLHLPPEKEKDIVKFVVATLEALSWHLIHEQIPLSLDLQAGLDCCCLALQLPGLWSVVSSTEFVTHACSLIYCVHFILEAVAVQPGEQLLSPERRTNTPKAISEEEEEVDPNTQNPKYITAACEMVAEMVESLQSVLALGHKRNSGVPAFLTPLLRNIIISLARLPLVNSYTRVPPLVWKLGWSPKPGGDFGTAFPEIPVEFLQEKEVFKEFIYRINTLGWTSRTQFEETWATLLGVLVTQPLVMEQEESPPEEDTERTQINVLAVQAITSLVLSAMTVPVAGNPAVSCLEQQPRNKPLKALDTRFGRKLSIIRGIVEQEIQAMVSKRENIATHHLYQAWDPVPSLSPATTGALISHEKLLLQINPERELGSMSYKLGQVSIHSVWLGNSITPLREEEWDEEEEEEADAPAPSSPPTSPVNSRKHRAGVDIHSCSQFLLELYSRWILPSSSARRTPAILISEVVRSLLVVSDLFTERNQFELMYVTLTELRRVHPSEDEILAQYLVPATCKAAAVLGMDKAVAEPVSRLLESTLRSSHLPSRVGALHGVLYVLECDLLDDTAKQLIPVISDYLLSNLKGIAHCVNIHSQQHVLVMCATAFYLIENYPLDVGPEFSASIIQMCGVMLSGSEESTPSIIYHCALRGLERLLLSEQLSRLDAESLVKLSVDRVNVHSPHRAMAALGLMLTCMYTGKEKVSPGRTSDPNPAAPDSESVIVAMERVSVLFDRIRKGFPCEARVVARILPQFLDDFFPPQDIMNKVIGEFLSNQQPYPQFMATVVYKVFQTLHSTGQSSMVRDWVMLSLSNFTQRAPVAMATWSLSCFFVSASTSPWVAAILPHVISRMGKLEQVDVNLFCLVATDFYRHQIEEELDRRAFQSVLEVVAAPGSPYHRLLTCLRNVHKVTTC
* = called active by the depositor; / = no result given; & = joins results of further samples. Cut-off read from the data, not from the text of the source: active = inhibition above about 50%; inactive = the rest.

Sequence of screens – Pf apPOL block, mHTT-CaM PPI inh
Cc1ccc(-c2nc(C)cc(OCC(=O)NCc3ccccc3)n2)cc1
→ -7, -20
COc1ccc2cc(C(=O)NCc3ccco3)c(=Nc3ccc(C(=O)O)cc3)oc2c1
→ -2, 10
Cc1sc2nc3c4ccccc4c(N4CCC(C)CC4)nn3c(=O)c2c1C
→ -5, -16
Cc1ccc(C(=O)N2CCC(CCNS(=O)(=O)c3cccc(C#N)c3)CC2)cc1
→ -4, 50*
COc1ccc(C)cc1NC(=O)N1CCn2cccc2C1C (configuration not stated)
→ -5, 13
Brc1ccc(Cn2c(-c3cncs3)nc3ccccc32)cc1
→ -5, 3
CCOC(=O)CCC(=O)Nc1ccc2c(c1)CN(C(=O)C1CC1)CC2
→ -5, -2
CCC1CN2C=NC(N3CCN(C(=O)c4nccc5ccccc45)CC3)=CC2=N1 (configuration not stated)
→ -1, 15
Cc1cc(C)n(-c2cc(-c3ccccc3)nc3ncnn23)n1
→ -7, /
CC(=O)N1CCN(C(=O)C2CCN(c3cnn(Cc4ccccc4)c(=O)c3)CC2)CC1
→ 2, 14
Cc1ccc(C(=O)Nc2ccc(-c3nc4ncccc4o3)cc2)cc1
→ -2, -3
CSc1nnc(-c2ccc(C(F)(F)F)cn2)o1
→ -3, /
Cc1cc(Br)c2c(c1)=C(c1sc(Nc3ccccc3Cl)nc1O)C(=O)N=2
→ -9, 8
O=c1ccc(S(=O)(=O)N2CCCCCC2)cn1Cc1cccc(F)c1
→ -4, -13
CCCCNC(=O)C1CCN(Cc2c(C)n(CC)c3ccccc23)CC1
→ -3, 8
O=C(c1ccc(OCC2CCCN2C(=O)Cc2ccc(F)cc2)cc1)N1CCCC1 (configuration not stated)
→ -3, 5
CC1=NN(C(=O)c2ccccc2)C(c2ccccc2)C1 (configuration not stated)
→ -2, -5
O=C(Cn1c2c(c(=O)n3ncnc13)CCC2)NN=Cc1ccc(Cl)cc1
→ -13, /
C(=Nc1cccnc1)c1c[nH]c2ccccc12
→ /, 16
Cc1cc(NC(=O)CSc2cn(CCNC(=O)c3c(F)cccc3F)c3ccccc23)no1
→ -1, 5

Remaining list, next part
Sequence of screens – Pf apPOL block, mHTT-CaM PPI inh
COc1cc(/C=C2\Sc3ccccc3C2=O)cc(I)c1O
→ -3, 74*
COc1ccc2[nH]cc(CCN3CC(C(=O)Nc4nnc(C(C)(C)C)s4)CC3=O)c2c1 (configuration not stated)
→ -2, 14
COc1ccc(-c2cc3ccc(OC(=O)C(C)(C)C)cc3oc2=O)cc1OC
→ -4, -12
Cc1ccccc1OCC(=O)N1CCN(c2nc(CN3CCOCC3)cs2)CC1
→ -5, 3
O=S(=O)(Oc1ccc(Oc2ccccc2)cc1)c1ccc(Cl)cc1
→ -13, /
CCOc1ccc(-c2cc(C(=O)NCc3cccnc3)c3ccccc3n2)cc1
→ -10, 20
COc1cccc(-c2nc3cc(N=Cc4cc([N+](=O)[O-])cc(OC)c4O)ccc3o2)c1
→ -1, -2
CC1CC(Nc2ccccc2)c2ccccc2N1C(=O)c1cccs1 (configuration not stated)
→ -8, 46
Cc1cccc(CN2CCN(C3CN(Cc4ccc([N+](=O)[O-])cc4)S(=O)(=O)C3)CC2)c1 (configuration not stated)
→ -4, 9
COc1cccc(CN2CCC(C(=O)N3CCc4ccccc4C3)CC2)c1
→ 3, 2
CC1CC(=O)C2=C(C1)OC(N)=C(C#N)C2c1ccc(F)cc1F (configuration not stated)
→ -5, 2
Cc1c(NC(=O)c2nccnc2C(=O)O)c(=O)n(-c2ccccc2)n1C
→ -7, /
Cc1cccc(C(=O)Nc2ccccc2I)c1
→ -5, -14
Cc1ccc(Oc2ccc3c(c2)C(=O)N(c2ccc(O)cc2)C3=O)cc1
→ -3, 30
Cc1nc(-c2nc(CC(=O)NNC(=O)Nc3cccc(C(F)(F)F)c3)cs2)cs1
→ -3, /
Cc1cccc(NC(=O)c2cc(S(=O)(=O)N3CCC4(CC3)OCCO4)ccc2F)c1C
→ -1, 0
COc1cccc(OC)c1C(=O)N1CC(=O)Nc2ccc(C)cc2C1c1ccc(F)cc1 (configuration not stated)
→ -6, 13
CNC(=O)C1CN(C(=O)Nc2cccc(C)c2C)CC12CCCC2 (configuration not stated)
→ -3, -7
CC1CCc2nc(NC(=O)c3ccc(F)c(F)c3)sc2C1 (configuration not stated)
→ 5, -7
O=C(O)CC1NC(=O)N(c2ccccc2)C1=O (configuration not stated)
→ -2, 1

(next part)
Sequence of screens – Pf apPOL block, mHTT-CaM PPI inh
COc1ccc(N2C(=O)C3N=NN(CC(=O)Nc4cc(Cl)ccc4OC)C3C2=O)cc1 (configuration not stated)
→ -8, 4
COc1ccc(-c2nc3ccccc3[nH]2)cc1
→ -4, 10
Cc1cc(C)nc(SCCS(=O)(=O)c2ccc(C(C)(C)C)cc2)n1
→ -1, -7&-6
CC1=C(C(=O)Nc2ccc(Cl)cc2)C(c2cccc([N+](=O)[O-])c2)n2nnnc2N1 (configuration not stated)
→ 6, 17
O=C1c2ccccc2C(=O)N1N1C(=O)c2cccnc2C1=O
→ -5, 26
O=C(Nc1ccccc1Cl)c1cc2cc([N+](=O)[O-])ccc2oc1=O
→ -2, -3
CC1(C(=O)NC2CCCCCC2)CCC(=O)N1CCc1ccc(Cl)cc1 (configuration not stated)
→ -10, 7
S=c1oc(-c2cccs2)nn1CN1CCOCC1
→ /, -5
Cc1c(C(C)C)c(N2CCOCC2)n2c(nc3ccccc32)c1C#N
→ 0, -4
CCOc1ccc(C(=O)Nc2c(C)cc(Br)cc2C)cc1Cl
→ -15, -2
Cc1ccc(Cn2ccnc2C(N)=O)cc1
→ -6, 8
O=C(CN(c1ccc(F)cc1)S(=O)(=O)c1ccccc1)N1CCOCC1
→ 0, 1
COc1cccc(C2CC(C(F)(F)F)n3ncc(C(=O)NCc4cccs4)c3N2)c1 (configuration not stated)
→ -1, -11
COc1ccc2nc(SCC3CC3(Cl)Cl)[nH]c2c1 (configuration not stated)
→ 0, -9
O=C(c1ccc(Cn2cncn2)cc1)N1CCN(c2ccc(Cl)cc2)CC1
→ -11, 5
COCCCNS(=O)(=O)c1ccccc1[N+](=O)[O-]
→ -8, -3
COc1ccccc1CNC(=O)C1c2ccccc2CC(=O)N1Cc1ccccc1 (configuration not stated)
→ 1, 100*
COc1ccc(-c2cn3c4ccccc4n(CCN4CCOCC4)c3n2)cc1
→ -4, 40
Cc1ccc(F)cc1S(=O)(=O)N1CCN(c2ccc(N3CCOCC3)nn2)CC1
→ -4, -7
O=C(Cc1ccccc1Cl)N1CCC2(CC1)NC(=O)N(Cc1ccccc1)C2=O
→ -5, 3

(continued)
Sequence of screens – Pf apPOL block, mHTT-CaM PPI inh
O=C(NC1CC(O)C(CO)C1)c1ccsc1 (configuration not stated)
→ 2, -2
CCN1CCN(C(=O)C2CCc3sc(C(=O)N4CCCCC4)cc3C2)CC1 (configuration not stated)
→ -7, 2
CN1C(=O)N(c2ccc(Cl)cc2)C(C)(O)CC1(C)C (configuration not stated)
→ -1, /
Cc1ccccc1CN1[C@@H](CC(C)C)COc2c(Cl)cccc2S1(=O)=O
→ -1, -29
CCOc1ccc(CC(=O)N2CCN=C2SCc2ccccc2C)cc1
→ -34, -3
Cc1ccsc1C1C=C(c2cccc(Br)c2)Nc2nnnn21 (configuration not stated)
→ 4, 11
COc1ccc(OC)c(-c2nnc(NC(=O)NC3CCCC3)o2)c1
→ 6, 4
Cc1ccc(C(=O)Nc2ccc(Cl)cc2C)c(Cl)c1
→ -6, -1
Cc1ccc(N2CCC(NC(=O)C3CCCC3)C2=O)cc1 (configuration not stated)
→ -4, -6
CC(=O)Oc1cc(C(=O)N(c2ccc(C)cc2)C2C=CS(=O)(=O)C2)cc(OC(C)=O)c1OC(C)=O (configuration not stated)
→ 90*, 96*
COc1ccc(N(C)S(=O)(=O)c2cc(Br)cc3c2N(C(C)=O)C(C)C3)cc1 (configuration not stated)
→ 1, 18
CCc1ccc(NC(=O)C(C)N(c2ccc(OC)cc2)S(C)(=O)=O)cc1 (configuration not stated)
→ -11, 0
COC(=O)[C@H](C(C)C)N1Cc2nnn(Cc3ccccc3)c2C=CS1(=O)=O
→ -4, -12
N=c1n(CC(=O)O)c2ccccc2n1Cc1ccccc1Cl
→ -2, -6
CC1(C(=O)NCc2ccc(F)cc2)CCCN(C(=O)Nc2ccccc2Br)C1 (configuration not stated)
→ 1, 6
CCC(C(=O)N1CCCC1C(=O)NCCc1csc(-c2ccccc2)n1)c1ccccc1 (configuration not stated)
→ 6, 25
O=C(Nc1cccc(NC(=O)c2ccco2)c1)c1cccc(Br)c1
→ -8, 6
COc1cccc(C(=O)Oc2ccc3c(c2)OC(=Cc2ccncc2)C3=O)c1
→ -5, 6
Cc1nc2cc(N3CC(C(=O)Nc4ccc(F)cc4C)CC3=O)ccc2o1 (configuration not stated)
→ 2, -3
CC(C)c1ccc(Cc2nnc(NC3CCCC3)[nH]c2=O)cc1
→ -7, -6

Reprinted at random: 4 records from the list
Sequence of screens – Pf apPOL block, mHTT-CaM PPI inh
COc1ccc(N(C)S(=O)(=O)c2cc(Br)cc3c2N(C(C)=O)C(C)C3)cc1 (configuration not stated)
→ 1, 18
Cc1nc2cc(N3CC(C(=O)Nc4ccc(F)cc4C)CC3=O)ccc2o1 (configuration not stated)
→ 2, -3
Cc1ccsc1C1C=C(c2cccc(Br)c2)Nc2nnnn21 (configuration not stated)
→ 4, 11
Cc1ccc(C(=O)Nc2ccc(Cl)cc2C)c(Cl)c1
→ -6, -1

Remaining list, next part
Sequence of screens – Pf apPOL block, mHTT-CaM PPI inh
COc1ccc(C(C)=O)cc1CSc1nc2ccccc2c(=O)n1-c1ccc2c(c1)OCO2
→ -4, 1
CC1CCN(Cc2csc(N3CCN(C(=O)c4c(F)cccc4F)CC3)n2)CC1
→ -1, 7
Cc1cccc(N2CCN(C(=O)c3ccc(Cl)cc3Cl)C(C)C2=O)c1 (configuration not stated)
→ 0, -1
COc1c(Cl)cc(/C=C2\C(=O)NN(c3ccccc3)C2=O)cc1Cl
→ -6, 96*
COc1ccc(-c2ccnc(SCC(=O)NCCSCc3ccco3)n2)cc1
→ 8, /
CCC1(C)CC(CCN)(c2ccccc2OC)CCO1 (configuration not stated)
→ -6, 12
O=[N+]([O-])c1ncc(Br)cc1Nc1ccccc1
→ -2, 36
NNC(=O)CN(CCc1ccccc1)S(=O)(=O)c1ccc(Cl)cc1
→ 3, 6
Cn1c(NC(=O)c2cccc(F)c2)cc(=O)n(C)c1=O
→ 6, -4
O=C(Nc1cccs1)Nc1nnc(SCC(=O)N2CCCC2)s1
→ 0, -9
COC(=O)NCC1CC(=O)N(c2ccc(F)cc2)C1 (configuration not stated)
→ -4, -20
O=C(NCc1ccco1)/C(=C\c1ccc(F)cc1)NC(=O)c1ccco1
→ -10, 5
CN(C)c1ncccc1C(=O)NC1CCCC1
→ 0, -3
CC(C)C[C@H]1COc2c(Cl)cccc2S(=O)(=O)N1Cc1ccc(F)cc1
→ -1, -11
Cc1ccc(NC(=O)N2CCCC(CCC(=O)NCc3ccc(C(F)(F)F)cc3)C2)cc1 (configuration not stated)
→ -5, -7
COc1ccc(-c2nc3s/c(=C\c4ccc([N+](=O)[O-])cc4)c(=O)n3n2)cc1
→ -6, 5
O=C(NCCSc1c[nH]c2ccccc12)C1CC1
→ -3, 1
Cc1ccc(C)c(-c2nnc(NC(=O)CSc3ccc(Cl)cc3)o2)c1
→ -11, -2
CS(=O)(=O)N(CC(=O)Nc1ccccc1C(N)=O)c1cccc(Br)c1
→ -2, -1
c1ccc(Sc2nc(-c3ccccc3)ns2)cc1
→ -6, /

The results go on:
Sequence of screens – Pf apPOL block, mHTT-CaM PPI inh
Cc1ccc(OCCCN(C)C)cc1C
→ -5, 7
OC(COCC1CC2CCC1C2)CN1CCc2ccccc2C1 (configuration not stated)
→ 0, -2
Cc1ccc(C(=O)N2CCN(c3nc(CN4CCCC4)cs3)CC2)s1
→ -10, 11
Cc1ccc(C(=O)Nc2ccc(Cl)c(-c3nc4ncccc4o3)c2)cc1[N+](=O)[O-]
→ -4, 22
CC(C)N1CCN(C(=O)c2cc3cn(C4CCCC4)cc3s2)CC1
→ 4, 17
Cc1cc(C)n(C2=NS(=O)(=O)c3ccccc32)n1
→ -5, -3
Cc1cc(N2CCC(C(=O)N3CCN(Cc4ccccc4)CC3)C2=O)ccc1Cl (configuration not stated)
→ -3, 34
CC1CCCC(NC(=O)/C=C2\Sc3ccccc3NC2=O)C1C (configuration not stated)
→ 0, 10
O=C(NCCCN1CCCC1)c1cccnc1N1CCNC(c2ccccc2)C1 (configuration not stated)
→ -36, 1
O=C(Nc1ccc(Cl)cc1F)c1cc(S(=O)(=O)N2CCCCCC2)ccc1F
→ -3, -2
CCc1cc(C(=O)Nc2cc(C)ccc2OC)nc2ccnn12
→ -7, -8
O=C(c1nc2ccccc2s1)N1CCC(Cn2cccn2)CC1
→ -14, -13
O=c1c2ccccc2nc(SCc2ccc([N+](=O)[O-])cc2)n1-c1ccccc1
→ -1, 20
Cc1noc(C)c1-c1nc(COc2ccc(C=C(C#N)S(C)(=O)=O)cc2)no1
→ -3, /
COc1ccc(C2C(=C(O)c3ccccc3)C(=O)C(=O)N2c2ccccn2)cc1OC (configuration not stated)
→ -2, -4
Cc1cccc(NC(=O)CSc2nc3[nH]ncc3c(=O)n2-c2ccc(Cl)cc2)c1
→ -3, 31
O=C(Cc1ccccc1F)N1CCC(c2cnn(-c3ccc(F)cc3)c2)CC1
→ -2, -16
O=C(O)c1nnn(-c2ccccc2F)c1-c1ccncc1
→ -2, -2
Cc1ccc(NC(=O)c2cc(S(=O)(=O)N3CC(C)CC(C)C3)ccc2F)cc1Cl (configuration not stated)
→ -6, -3
O=C(Nc1ccncc1)c1ccc([N+](=O)[O-])cc1
→ -14, 2

The list goes on:
Sequence of screens – Pf apPOL block, mHTT-CaM PPI inh
COc1ccccc1N1CCN(C(=O)c2ccccc2)C(C)C1=O (configuration not stated)
→ 0, -3
COc1ccc(OCCOc2ccc(OC)cc2)cc1
→ 0, -5
COc1ccc(N2CC(c3nnc(NC(=O)c4ccc(Cl)cc4)o3)CC2=O)cc1 (configuration not stated)
→ -5, -2
O=C(CSc1nc(=O)n2ccccc2n1)NCc1ccccc1Cl
→ -3, -10

From PubChem
